Compound activity as filed in PubChem BioAssay.
Tau fibril ThT = qHTS for Inhibitors of Tau Fibril Formation, Thioflavin T Binding; Microtubule-associated protein tau (Homo sapiens), P10636; recombinant tau K18 P301L, heparin-induced fibrillization, ThT fluorescence; Potency, µM (highest dose often 57.4 µM), for inactives: at the highest dose activity, negative = inhibition, hits mostly inhibitors; hit rate 2.1% among 270,000; AID 1460, 2008; also: % is scaled to controls: 0 for no effect and ±100 for the full control effect; nearly all actives have a fitted effect of over 55% in size
Target sequence (P10636 561-689 P618L limits assumed): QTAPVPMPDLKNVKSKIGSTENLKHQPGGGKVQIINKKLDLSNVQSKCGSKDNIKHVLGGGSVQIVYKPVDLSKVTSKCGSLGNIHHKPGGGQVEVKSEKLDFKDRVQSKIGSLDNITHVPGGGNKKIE
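Tau K18 P301L fragment (15 uM unlabeled plus 0.24 uM Alexa 594-labeled) in 100 mM sodium acetate pH 7 with compound, fibrillization induced by 20 uM heparin for 6 hr at 37 C. Thioflavin T (30 uM) added, fluorescence read after 1 hr (ex 450, em 510 nm).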
Tau fibril FP = qHTS for Inhibitors of Tau Fibril Formation, Fluorescence Polarization; hit rate 0.39% among 280,000; Potency, µM (doses to about 57.7 µM), inactives show at the top dose activity, negative = inhibition, most hits filed as inhibitors; K18 P301L tau heparin fibrillization, Alexa594 FP, 6 h; Microtubule-associated protein tau (Homo sapiens), P10636; also: % is scaled to controls: 0 for no effect and ±100 for the full control effect; nearly all actives have a fitted effect of over 55% in size
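Steps: dispense K18 P301L tau (15 uM plus 0.24 uM Alexa 594 tracer, final) in pH 7 sodium acetate; add compound; add heparin (20 uM final); incubate 6 hr, 37 C; add ThT (30 uM final); after 1 hr ambient, read FP.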
aGal spleen mod = qHTS Assay for Inhibitors and Activators of Human alpha-Galactosidase From Spleen Homogenate. Alpha-galactosidase A (Homo sapiens), P06280. human spleen homogenate, 4MU-alpha-Gal fluorescence, 40 min. Potency, µM (series often up to 80 µM), without a hit: top-dose activity change, negative = inhibition, actives largely listed as inhibitors. hit rate 0.008% among 240,000. AID 2107, 2009;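 also: 0% = enzyme with vehicle and -100% = no enzyme basal signal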
Target sequence (P06280 32-429 limits assumed): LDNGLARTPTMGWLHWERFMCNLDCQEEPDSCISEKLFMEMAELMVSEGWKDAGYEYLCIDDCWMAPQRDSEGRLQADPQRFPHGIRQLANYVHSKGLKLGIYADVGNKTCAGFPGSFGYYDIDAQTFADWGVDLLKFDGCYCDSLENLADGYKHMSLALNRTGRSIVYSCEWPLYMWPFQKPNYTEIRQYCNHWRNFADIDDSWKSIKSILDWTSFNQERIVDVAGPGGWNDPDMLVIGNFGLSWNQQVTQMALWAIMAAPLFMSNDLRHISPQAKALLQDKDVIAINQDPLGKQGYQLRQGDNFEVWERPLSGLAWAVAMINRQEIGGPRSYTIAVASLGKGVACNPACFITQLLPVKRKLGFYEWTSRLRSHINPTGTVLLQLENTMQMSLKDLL
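Human spleen homogenate (1 ug) as enzyme source, 4-methylumbelliferyl-alpha-D-galactopyranoside 1 mM final, citrate/phosphate pH 5.0 with 0.01% Tween-20. Compounds 40 min at 37C, NaOH/glycine stop; fluorescence Ex 365/Em 440, Hill-fit AC50.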
Tau fluor counter = Counterscreen qHTS for Inhibitors of Tau Fibril Formation, Fluorescence Polarization. tau K18 P301L (four-repeat tau fragment) Alexa594 fluorescence, heparin fibrillization. hit rate 0.93% among 280,000. Potency, µM (titrated, usually from 57.7 µM), for inactives: top-dose activity change, negative = decrease; also: % is scaled to controls: 0 for no effect and ±100 for the full control effect; nearly all actives have a fitted effect of over 55% in size
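Human K18 P301L tau (15 uM unlabeled plus 0.24 uM Alexa 594-labeled, final) in 100 mM sodium acetate pH 7 was mixed with compound and 20 uM heparin and incubated 6 hr at 37 C.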
GAA inhib = qHTS Assay for Inhibitors of Human alpha-Glucosidase as a Potential Chaperone Treatment of Pompe Disease | purified human GAA, 4-MU-alpha-glucoside fluorescence | Potency, µM (series often up to 76.9 µM), for the others: top-dose activity change, negative = inhibition, most hits filed as inhibitors | hit rate 0.005% among 200,000 | AID 1466, 2008;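 also: plate controls were uninhibited enzyme wells for no effect and no-enzyme background for full effect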
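Fluorescence at Ex 365/Em 440 nm from 4-methylumbelliferone reported enzyme activity after 20 min at room temperature. Reactions used 4 nM enzyme and 400 uM substrate at pH 5.0; curves fitted with the Hill equation.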
GAA glycogen mod = qHTS Assay for Inhibitors and Activators of Human alpha-Glucosidase Cleavage of Glycogen; recombinant GAA, glycogen substrate, Amplex Red glucose oxidase fluorescence; Potency, µM (highest dose often 76.4 µM), inactives show top-dose activity change, negative = inhibition, hits mostly inhibitors; hit rate 0.38% among 300,000;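 also: 0% = full enzyme reaction and -100% = no-enzyme basal signal; the screen sought inhibitors and activators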
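Recombinant enzyme (4 nM final) with compounds titrated up to 77 uM and bovine liver glycogen (30 ug) in citrate pH 5.0, 0.01% Tween-20, 37 C 40 min. Released glucose detected by Amplex Red/glucose oxidase (Ex 573/Em 610); AC50 from Hill fits.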
HTT cytoprotect = qHTS Multiplex Assay to Identify Dual Action Probes in a Cell Model of Huntington: Cytoprotection (ATP); PC12 HTT-Q103 induced, cytoprotection, ATP luminescence, 40 h; hit rate 0.14% among 230,000; Potency, µM (series often up to 56.4 µM), without a hit: cytoprotection (ATP increase), actives largely listed as activators;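 also: % of control where 0% means no effect; nearly all actives have a fitted effect of over 45% in size; toxic huntingtin expression switched on by the ecdysone agonist tebufenozide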
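Stable PC12 Q103-GFP cells in serum-supplemented, phenol red-free DMEM; induction by tebufenozide at 100 nM final; compound dose series; cell viability quantified luminescently from ATP.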
GAA spleen mod = qHTS Assay for Inhibitors and Activators of Human alpha-Glucosidase From Spleen Homogenate | human spleen homogenate, 4-MU-alpha-glucoside fluorescence | hit rate 0.006% among 240,000 | Lysosomal alpha-glucosidase (Homo sapiens), P10253 | Potency, µM (series often up to 79.9 µM), for the others: at the top dose activity change, negative = inhibition, most hits filed as inhibitors;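 also: 0% = enzyme with vehicle and -100% = no enzyme basal signal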
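Compounds were titrated against alpha-glucosidase in spleen homogenate at pH 5.0, with 1 mM 4-methylumbelliferyl substrate for 40 min at 37 C. Reactions were quenched with pH 10 NaOH/glycine and fluorescence measured.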
* marks the source's active call; other numbers are inactive results; u = inconclusive; x = not tested or not shown; [ ] = dose if it differs, or a comment. Calls follow the shape of the dose curve; as a rule, active = well fitted curve in the direction sought with a large enough effect; inconclusive = small, poorly fitted or top-dose-only effect, or another doubt; inactive = no such curve, though single readings can be large; an effect the other way counts as inactive or inconclusive. Potency is read from the fitted curve at half-maximal effect. Rows were taken by chance (roughly 3.3% active in at least one column).

SMILES | Tau fibril ThT | Tau fibril FP | aGal spleen mod | Tau fluor counter | GAA inhib | GAA glycogen mod | HTT cytoprotect | GAA spleen mod
O=C(NCC(=O)N(Cc1cccs1)C(C(=O)NC1CCCCC1)c1ccco1)c1cccs1 (configuration not stated) | -13.5% | 1.4% | 0.3% | -10.5% | -0.5% | 4.9% | 9.4%[10 µM] | -1.0%
O=C(CSc1nnc(-c2ccco2)n1Cc1ccccc1)NCc1ccccc1 | 9.8% | 8.8% | -0.5% | 7.4% | -8.4% | 3.3% | 21.7%[10 µM] | -15.7%
O=C(Nc1ccccc1)c1cc(S(=O)(=O)N2CCSCC2)ccc1Cl | -9.6% | 5.6% | 5.2% | -14.8% | -1.8% | 0.0% | 30.6%[10 µM] | 3.9%
COc1cc2c(C#N)c(N3CCN(C)CC3)nc(N)c2c(N)n1 | -8.1% | 9.0% | 8.5% | -4.3% | 7.6% | -0.7% | -20.2% | 0.0%
COc1ccc(CCNC(C)=O)cc1 | -5.9% | -0.2% | 5.2% | -2.0% | -6.2% | 0.4% | 11.7% | 4.6%
COc1ccc(C2C(C(=O)Nc3ccccc3)=C(C)Nc3nc(-c4ccccc4)nn32)c(OC)c1 (configuration not stated) | u | -1.1% | x | u | x | -4.7%[76.3 µM] | x | x
Cc1ccc(S(=O)(=O)/C(=C\N(C)C)c2cnc(Cl)s2)cc1 | -7.6% | 3.5% | -16.4% | -5.6% | 0.0% | -8.3% | -26.5% | -6.0%
COc1ccc(NS(=O)(=O)c2cc(C)ccc2OC)cc1OC | -0.1% | 3.6% | -16.5% | 1.5% | -14.6% | -17.5% | 4.0%[0.074 µM] | -7.3%
O=C(NCCOC(=O)c1ccc(C(=O)OCCNC(=O)c2cccnc2)s1)c1cccnc1 | u | 1.7% | 3.7% | -2.2% | -2.0% | 3.7% | 0.9% | -1.8%
CCCOc1ccc(S(=O)(=O)N2C(=O)CC(=O)N(Cc3ccc(OCC)cc3)C2=O)cc1 | -11.0% | 0.5% | 3.2% | -4.3% | 4.3%[15.4 µM] | 5.2% | 3.0%[10 µM] | 2.6%
CC12CCC(=O)N1c1c(sc3nc(N4CCOCC4)c4c(c13)CCCC4)C(=O)N2 (configuration not stated) | -13.3% | 2.2% | -2.6% | -7.8% | u | -15.0% | -48.0%[inhibitor] | -8.7%
O=C(ON=C1CCN(S(=O)(=O)c2ccccc2)CC1)c1ccccc1 | -3.9% | -2.3% | -1.1% | -15.0% | -13.9% | -8.3% | -2.0% | -10.7%
COc1ccc(OC)c(C(=O)CSc2nnc(Cc3cccs3)n2C)c1 | -1.4% | -0.3% | -4.8% | 2.4% | -4.4% | -6.3% | -3.6% | -4.4%
COc1ccc(CCN2C(=O)CS/C2=N\NC(=O)c2ccc(C(C)(C)C)cc2)cc1OC | -16.8% | 8.0% | -4.3% | -0.4% | -4.4% | 9.2% | 1.3%[1.9 µM] | -5.0%
COc1ccc(N(CC(=O)O)S(=O)(=O)c2c(C)n[nH]c2C)cc1 | -0.9% | -4.3% | 5.8% | -2.6% | -7.8% | 8.5% | 0.0% | -2.6%
Cc1c(C(=O)OCC(=O)c2ccc3c(c2)OCCO3)oc2ccccc12 | u | -1.3% | 3.8% | -28.6% | u | -11.2% | -0.7% | -0.6%
NS(=O)(=O)c1ccc(CCNC(=O)CNS(=O)(=O)c2cccc(Br)c2)cc1 | 12.1% | -2.7% | 3.1% | 5.5% | 2.9% | -3.8% | -0.7%[10 µM] | 2.1%
COc1ccc(C(=O)O/N=C(\C)c2nccs2)cc1 | -15.6% | -8.4% | 2.6% | -11.6% | 2.5% | 1.3% | -9.4% | -1.5%
CC(C)Cn1c(-c2ccc(Cl)cc2)cnc1SCC(=O)N1CCOCC1 | -9.2% | 11.6% | 1.3% | -2.2% | 0.9% | 11.7% | 4.3%[10 µM] | -3.9%
CC(=O)N1c2ccccc2NC2=C(C(=O)CCC2)C1c1cccnc1 (configuration not stated) | -0.6% | -1.6% | 7.5% | 2.1% | -14.9% | 2.6% | 17.0% | 3.0%
CCOc1ccc(C2=Nn3cnnc3SC2)cc1 | u | 5.1% | 4.5% | 5.5% | -1.3% | -13.3% | -10.9% | -5.4%
Cc1cc(C(=O)NNC(=S)Nc2ccccc2)nn1C | -13.5% | -1.6% | 2.6% | -5.7% | 12.4% | 3.55µM* | 22.6%[10 µM] | -4.7%
CCC(=O)Nc1cccc(-n2nnnc2SCC(=O)N2CCCCC2)c1 | 0.9% | -12.8% | 6.5% | 1.9% | 3.2% | -1.2% | -9.2%[10 µM] | 1.9%
O=C(NCc1cccnc1)c1ccc(S(=O)(=O)N2CCOCC2)cc1 | -2.0% | 0.4% | 4.9% | -2.8% | -3.0% | -11.7% | 0.6% | 1.2%
CCOc1ccc(NC(=S)Nc2cccnc2)cc1 | -12.7% | 4.1% | -9.7% | -7.2% | 10.8% | x | -5.4% | -3.9%

(more compounds)
SMILES | Tau fibril ThT | Tau fibril FP | aGal spleen mod | Tau fluor counter | GAA inhib | GAA glycogen mod | HTT cytoprotect | GAA spleen mod
O=C(O)CCCN1C(=O)NC2NC(=O)NC21 (configuration not stated) | -2.8% | 3.6% | -2.3% | -6.6% | -3.5% | -2.1% | -3.9%[10 µM] | -12.2%
COc1ccc(CCNc2nc3c(-c4cccc(C)c4)nnn3c3ccccc23)cc1OC | 6.0% | -9.7% | x | -7.4% | x | -0.7%[76.3 µM] | x | x
Cc1ccc(-c2nn(-c3cccc(F)c3)cc2CNCCc2ccncc2)o1 | -11.4% | -2.7% | -0.5% | -12.1% | -3.0% | -2.9% | -59.5%[inhibitor] | 1.6%
COc1cc(Br)c(C2C(C#N)=C(N)Oc3n[nH]c(-c4cccnc4)c32)cc1OC (configuration not stated) | -3.2% | -3.3% | 2.7% | 1.1% | -3.1% | -15.1% | x | 4.1%
CC[C@H](C)[C@@H](NC(=O)O[C@@H]1Cc2cc(Br)ccc2O[C@H]1c1cccc(OC)c1)C(=O)OC | -5.5% | -1.5% | 2.7% | -9.4% | x | x | 17.4% | 0.9%
c1ccc(CSc2ncnc3c2sc2nc(N4CCOCC4)c4c(c23)CCCC4)cc1 | -5.3% | -2.1% | 6.5% | 0.6% | 2.5% | 0.6% | -2.4% | 3.1%
Cn1c(=O)cc(OCCCC(=O)Nc2ccc3c(c2)OCCO3)c2ccccc21 | 7.9% | 0.1% | 7.8% | 4.4% | 1.5% | -1.4% | -7.7%[10 µM] | 3.5%
O=C(Cn1cc(SCc2ccccc2F)c2ccccc21)N1CCCCCC1 | u | 1.8% | x | u | x | -1.4%[76.3 µM] | x | x
Cc1cc(C)cc(-n2c(C)cc(C=C(C#N)C#N)c2C)c1 | u | -10.7% | -7.1% | -4.3% | -0.3% | -8.7% | -13.4% | -0.3%
O=C(N/N=C/c1cc(Cl)ccc1O)c1ccncc1 | -7.8% | 16.0% | 9.4% | -9.7% | x | 11.0% | -14.2%[10 µM] | 4.1%
CC(C)CCNC(=O)c1ccc(C2SCC(=O)N2Cc2ccco2)cc1 (configuration not stated) | -16.1% | -13.5% | -6.4% | -16.6% | -14.3% | -0.4% | 19.1%[1.9 µM] | -9.7%
Cc1ccc(N(CC(=O)NCCc2ccc(F)cc2)S(=O)(=O)c2ccc(Cl)c([N+](=O)[O-])c2)c(C)c1 | -14.0% | -1.1% | -5.3% | u | -6.9% | -8.7% | -17.7%[10 µM] | -7.6%
CC(=O)N1CCc2cc(S(=O)(=O)NC(Cc3ccccc3)C(=O)Nc3cc(C)cc(C)c3)ccc21 (configuration not stated) | -5.9% | -0.6% | x | -22.5% | x | -12.1%[76.3 µM] | x | x
Cc1ccc(NCC(=O)N=Nc2c(O)n(C)c3ccccc23)cc1 | u | 11.9% | -17.6% | -12.1% | -4.4% | 13.9% | -20.3%[10 µM] | -9.7%
CC1=C(C(N)=O)C(c2cccs2)NC(=S)N1 (configuration not stated) | 5.1% | u | -9.0% | 5.9% | -2.0% | -13.7% | -0.8%[10 µM] | -4.6%
CC(=O)c1c(C)[nH]c(C(=O)NCc2ccc(C)cc2)c1C | -4.0% | 5.0% | 3.6% | -2.6% | -1.9% | 2.6% | 16.8% | -2.0%
CC1=C(c2ccc(C(C)C)cc2)S(=O)(=O)N=C1N1CCN(c2ccc(F)cc2)CC1 | u | u | x | -1.2% | x | 9.7%[76.3 µM] | x | x
Cc1ccc(-n2c(C)cc(C(=O)COC(=O)c3c(C)noc3C)c2C)cc1 | -21.8% | 5.4% | 3.2% | -16.6% | -0.7% | -2.5% | -49.3%[inhibitor] | -4.0%

Four entries from above in a different format.
Compound,Tau fibril ThT,Tau fibril FP,aGal spleen mod,Tau fluor counter,GAA inhib,GAA glycogen mod,HTT cytoprotect,GAA spleen mod
COc1cc(Br)c(C2C(C#N)=C(N)Oc3n[nH]c(-c4cccnc4)c32)cc1OC (configuration not stated),-3.2%,-3.3%,2.7%,1.1%,-3.1%,-15.1%,x,4.1%
CC[C@H](C)[C@@H](NC(=O)O[C@@H]1Cc2cc(Br)ccc2O[C@H]1c1cccc(OC)c1)C(=O)OC,-5.5%,-1.5%,2.7%,-9.4%,x,x,17.4%,0.9%
c1ccc(CSc2ncnc3c2sc2nc(N4CCOCC4)c4c(c23)CCCC4)cc1,-5.3%,-2.1%,6.5%,0.6%,2.5%,0.6%,-2.4%,3.1%
Cn1c(=O)cc(OCCCC(=O)Nc2ccc3c(c2)OCCO3)c2ccccc21,7.9%,0.1%,7.8%,4.4%,1.5%,-1.4%,-7.7%[10 µM],3.5%
